Bioassay records: PubChem BioAssay, National Center for Advancing Translational Sciences (NCATS)
TbPYK inhibitor: inhibitors of Trypanosoma brucei pyruvate kinase; 410,000 compounds, 0.12% hits; Q57TT1; Potency, µM (top dose mostly 76.8 µM), without a hit: at the highest dose activity, negative = inhibition, actives largely listed as inhibitors; TbPYK enzyme, Kinase-Glo Plus ATP luminescence, 45 min; active = well fitted inhibition curve with a large enough effect; inconclusive = small, poorly fitted or top-dose-only effect; also: nearly all actives have a fitted effect of over 50% in size
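TbPYK + substrate in 50 mM TEA pH 7.2, 100 mM KCl, 10 mM MgCl2, 0.05% BSA, 0.01% Tween-20; cpd pinned; ADP 130 uM final; 45 min RT; Kinase-Glo Plus 10 min; luminescence endpoint.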
An asterisk follows results filed as active; ? = inconclusive; [ ] = remark or other dose. % is scaled to controls: 0 for no effect and ±100 for the full control effect; potency is read from the fitted curve at half-maximal effect. The list is partial; count on the stated rates, not on these rows.

Molecule | TbPYK inhibitor
COc1ccc(OC)c(-c2cc(C(=O)Nc3c(C)nn(Cc4ccc(C)cc4)c3C)no2)c1 | 1%
COc1cc(OC)c2c(C)c(CC(=O)NCCc3ccccc3OC)c(=O)oc2c1 | 3%
COc1ccc2c3c(ccc2c1)C(=O)/C(=C/O)CC3 | ?
CCC1CN(C(=O)N2CCC(C(=O)N3CCN(c4cccc(C)c4C)CC3)CC2)c2ccccc2O1 (stereo not drawn) | -2%
COc1ccc(N2CCN(C(=O)c3c(C)nn(-c4ccc(F)cc4)c3-n3cccc3)CC2)cc1 | -4%
CC(C)CCNC(=O)c1ccc2c(c1)NC(=O)C(CS(=O)(=O)Cc1ccc(F)cc1)N2 (stereo not drawn) | -3%
CCN(C(=O)Cn1c(=O)oc2cc(Cl)ccc21)c1cccc(C(F)(F)F)c1 | 4%
O=C(CCS(=O)(=O)c1cccs1)Nc1ccc(C(=O)Nc2ccccc2F)cc1 | 0%
COc1ccc(CNc2nc(-c3ccco3)nn2S(=O)(=O)c2ccc3ccccc3c2)cc1OC | -1%
CC(=O)Nc1c(Br)cc2c(c1Br)C(=O)c1ccccc1-2 | 0%
CCc1ccccc1NC(=O)CSc1nnc(-c2ccccc2)c(-c2ccccc2)n1 | -6%
COc1cc2ccc(C=O)cc2cc1OC | -8%
COC(=O)c1ccccc1NC(=O)c1ccc(=O)n(Cc2cccc(C)c2)c1 | -3%
COC(=O)C1(C)CCCC2(C)C3CCC(C(C)C)C(CO)C3C(CO)CC12 (stereo not drawn) | -10%
COC(=O)c1cc2oc(C)cc2n1CC(=O)Nc1ccc(C)cc1C | -12%
COc1ccccc1C=NNC(=O)C(=O)NN=Cc1ccccc1OC | -3%
Cc1cccc(NC(=O)c2ccc3snnc3c2)c1C | 4%
CCC(=O)N1CCC(C)(C(=O)Nc2nccc3ccccc23)C1 (stereo not drawn) | 0%
CCOC(=O)Cc1ccc(NC(=O)N2CC(C)Oc3ccc(Cl)cc32)cc1 (stereo not drawn) | -3%
COc1ccc(CCNC(=O)c2ccc3c(c2)c(C)c(C)n3Cc2ccccc2)c(OC)c1OC | 0%[15.4 µM]
Cc1ccc2c(CNCCc3ccco3)c(C(=O)O)n(Cc3ccc(F)cc3)c2c1 | -4%
COc1ccccc1NC(=O)Cc1c(C(=O)O)[nH]c2ccc(Cl)cc12 | -1%
COc1cccc(-c2nc(SCC(=O)N3CCc4ccccc43)c3c(=O)n(C)c(=O)n(C)c3n2)c1 | 3%
Nn1c(Cc2ccccc2)nnc1Cc1ccccc1 | -4%
Cc1nn2c(C)c(C(=O)NC(C)c3ccccc3)cnc2c1-c1ccc(F)cc1 (stereo not drawn) | 2%
O=C(O)c1cccc(NC(=O)c2cccc(S(=O)(=O)Nc3cccc(C(=O)O)c3)c2)c1 | 0%[15.4 µM]
Cc1cc(C)c(S(=O)(=O)Nc2cc(-c3cn4ccccc4n3)ccc2C)cc1C | 1%
O=C(NC(c1ccc(Cl)cc1)c1cnccn1)C1CCN(Cc2ccccc2)CC1 (stereo not drawn) | 1%
COC(=O)c1cccc(Nc2c(-c3ccc(OC)cc3)nc3nc[nH]n23)c1 | -2%
COc1ccc2[nH]cc(CCNC(=O)c3cnn(-c4ccccc4Cl)c3C3CCN(C(=O)OC(C)(C)C)CC3)c2c1 | -3%
CCN1C[C@@H]2[C@@H]3C(=O)N(Cc4ccccc4)C(=O)[C@@H]3[C@](Cc3ccccc3)(C1=O)N2C(=O)c1ccccc1 | -1%
Cc1cc(C)cc(NC(=O)C(Cc2ccccc2)N2Cc3ccccc3C2=O)c1 (stereo not drawn) | -10%
O=C(NCc1cccnc1)C(=O)NCC(c1cccnc1)N1CCN(c2ccc(F)cc2)CC1 (stereo not drawn) | -4%
O=C(Nc1ccccc1OC(F)F)c1ccc(N2CCCC2=O)cc1 | 3%
COc1ccc(-n2c(=O)c3c4c(sc3n(Cc3ccccc3)c2=O)CCC4)c(OC)c1 | -3%
Cc1cccc(-c2nc(C)c(CCNC(=O)C(=O)Nc3c(C)cc(C)cc3C)s2)c1 | -6%
CCc1ccc(NC(=O)CCCc2nnc3n(C(C)CC)c(=O)c4sccc4n23)cc1 (stereo not drawn) | 1%
O=C1NC[C@@H](CCCCN2C[C@H](Cc3ccc(O)cc3)N(CCc3ccc(O)cc3)C(=O)C2=O)N(CC2CCCCC2)C1=O | 5%
O=C(c1cc2nc(-c3ccccc3)cc(C(F)(F)F)n2n1)N1CCCC1 | 2%
O=c1cc(-c2ccccc2)oc2ccc(Cl)cc12 | -3%
CCN(C(=O)CCS(=O)(=O)c1cc(Br)cc2c1N(C(=O)C1CC1)CC2)c1cccc(C)c1 | -3%
CCCCC(CC)CNC(=O)CCCCCn1c(=O)[nH]c2ccsc2c1=O (stereo not drawn) | 0%
CC(=O)N1CCC[C@@]2(CCN(C(=O)Nc3cccc(C#N)c3)C2)C1 | -1%
CNc1cncc(-c2cccc(C(=O)NC3CC3)c2)n1 | 3%
COc1cc(C(=O)Nc2ccccc2OCc2cc(=O)n3c(C)csc3n2)cc(OC)c1OC | -2%
CCN1CCN(c2ccc(S(=O)(=O)N3CCCCC3)cc2NC(=O)/C=C/c2ccc(Cl)cc2)CC1 | 1%
CC1CC(C)(O)CC(C(O)CC2CC(=O)NC(=O)C2)C1=O (stereo not drawn) | -6%
COc1ccc(CN2C(=O)COc3ccccc3C2c2nc3ccccc3[nH]2)cc1 (stereo not drawn) | -7%
CCOc1ccc(NC(=O)c2c(NC(=O)c3ccco3)sc3c2CCC(C(C)(C)C)C3)cc1 (stereo not drawn) | -1%
CCc1nc2ccc(C(=O)N3CCN(C(C)=O)CC3)cn2c1N(CC)C(C)=O | -10%
Cc1noc2ncnc(NCc3ccccc3Cl)c12 | 1%
Cc1ccc(NC(=O)C(C)OC(=O)C2CC3CCCC(C2)C3=O)cc1S(=O)(=O)N1CCOCC1 (stereo not drawn) | 1%
CCOc1ccccc1C(=O)Nc1c(C(=O)Nc2ccc(F)cc2)oc2ccccc12 | -2%
O=C(Nc1nc2ccc(Cl)cc2s1)c1cc(=O)c2ccccc2o1 | -2%
CC(=O)c1cccc(NC(=O)C(C)Sc2nnc3ccccn23)c1 (stereo not drawn) | 1%
CCNC(=O)C1(C)CCCN(C(=O)c2cc(-c3cccs3)oc2C)C1 (stereo not drawn) | -3%
O=c1c2cc(F)ccc2sn1-c1ccccc1Cl | 11µM*
CN(C)c1ccc(CN(Cc2ccco2)C(=O)COc2ccc(F)cc2)cc1 | 1%
COc1ccc(NCc2cc3cc4c(cc3n(CC(=O)Nc3ccc(F)cc3F)c2=O)OCO4)cc1 | 3%
CCOC(=O)[C@]12CCCC=C1N(Cc1ccc(Cl)cc1Cl)C(=O)[C@H](CC(=O)N1CCC(c3ccccc3)CC1)C2 | -3%

Taken from above.
CCOc1ccccc1C(=O)Nc1c(C(=O)Nc2ccc(F)cc2)oc2ccccc12 @ TbPYK inhibitor: -2%
COc1cc(C(=O)Nc2ccccc2OCc2cc(=O)n3c(C)csc3n2)cc(OC)c1OC @ TbPYK inhibitor: -2%

The results go on.
Molecule | TbPYK inhibitor
O=C(NCCCn1ccnc1)c1[nH]c(C(F)(F)F)nc1-c1ccccc1 | 2%
Cc1nc(-c2ccc(F)cc2)sc1CCNC(=O)c1ccccc1 | -9%
Cn1c2ccccc2c2cnn(CC(=O)NCCCN3CCCCC3)c(=O)c21 | -4%
CC1(C(=O)NCc2ccccc2)Cc2c(-c3cccc(C(N)=O)c3)ccnc2O1 (stereo not drawn) | -4%
CC(C)(C)c1ccc(OCC(=O)NCC2(N3CCOCC3)CCCCC2)cc1 | 7%
Cn1ncc2c(N3CCN(c4cccc(Cl)c4)CC3)ncnc21 | -1%
Cc1nc(C)c(-c2ccc(SCC(=O)Nc3ccc(Br)cc3)nn2)s1 | 1%
COc1ccc(C(=O)N2CCC[C@@]3(CCN(Cc4cc(C(F)(F)F)cc(C(F)(F)F)c4)C3)C2)cc1 | -7%
COCOc1cccc(CN2CCC(C)(Oc3cccc(C#N)c3)C2)c1 (stereo not drawn) | 2%
Cc1ccccc1NC(=O)CN(c1ccc(Cl)cc1Cl)S(=O)(=O)c1ccccc1 | 2%
C[C@H](CO)N1C[C@H](C)[C@H](CN(C)S(=O)(=O)c2ccccc2C#N)OCc2cnnn2CCCC1=O | 4%
Cc1ccc(-n2cc(C(=O)Oc3ccc(F)cc3)c3ccccc3c2=O)cc1 | -1%
Cc1ccc(-n2ncc(C(=O)NCCCN3CCN(C)CC3)c2C2CCN(C(=O)OC(C)(C)C)CC2)cc1 | 1%[15.4 µM]
COCCCN1C(=O)C(CC(=O)NCCCN(C)C)CC(C(=O)N(C(C)C)C(C)C)=C1C (stereo not drawn) | -8%
Cc1ccc2nc(-c3cccc(Br)c3)c(Cc3ccccc3C(F)(F)F)n2c1 | 5%
O=C(O)CC/C(=C/c1cccc(NC(=O)c2ccccc2Cl)c1)c1nc2ccccc2s1 | 4%
Cc1ccc(NC(=O)CSc2nc3c([nH]c4ccccc43)c(=O)n2-c2ccccc2)c(C)c1 | -3%
CN(C(=O)Cn1nc(Cc2cccnc2)c2ccccc2c1=O)c1cccc(C(F)(F)F)c1 | 2%
CCc1nn2c(=O)cc(COc3ccc(/C=C(\C#N)C(=O)Nc4ccc(F)cc4)cc3OC)nc2s1 | -1%
N#Cc1ccc(C(=O)N2CCCCC2c2cc(C(=O)Nc3cccc(C#N)c3)no2)cc1 (stereo not drawn) | 2%
CCOC(=O)c1ccc(NS(=O)(=O)c2cc3c(cc2C)n(C)c(=O)c(=O)n3C)cc1 | 3%
Cc1ccc(CNC(=O)c2ccc(C)s2)cc1 | 0%
CCc1ccc(CNC(=O)c2sc3nc[nH]c(=O)c3c2C)cc1 | -8%
COc1ccc(N2CCN(S(=O)(=O)CCNC(=O)c3c(F)cccc3Cl)CC2)cc1 | 1%
Cn1c(N2CCC(C(N)=O)CC2)nc2c1c(=O)n(Cc1ccc(Br)cc1)c(=O)n2C | 2%
CCCCN1C(=O)CN(C2CCCCCC2)C(=O)C1c1ccc(OCCC)c(OC)c1 (stereo not drawn) | -3%
COc1ccccc1C(O)(c1ccccc1)c1ccccc1OC | -9%
CCc1ccc(NC(=O)C2CCCN(S(=O)(=O)c3cccc4nsnc34)C2)cc1 (stereo not drawn) | -4%
COc1ccc(C(=O)CC(=O)c2ccccc2)cc1 | -1%
COc1ccc(-n2cnc3cc(C(=O)NC4CCCCCC4)ccc32)cc1 | 0%
CN1CCC(n2[nH]c(-c3ccccc3)c(Cc3ccccc3)c2=O)CC1 | -5%
CCCn1c(C)c(C(=O)OCC)c(O)c(-c2ccccc2)c1=O | 1%
O=C(CSc1nc2[nH]c(=O)cc(O)c2s1)Nc1nncs1 | -12%
Cc1ccc(S(=O)(=O)NCCc2csc3nc(-c4ccccc4C)nn23)cc1 | -1%
COc1cccc(CNC(=O)c2cc(=O)[nH]c3ccc(S(=O)(=O)N4CCCC4)cc23)c1 | 1%
CC1CCC(NC(=O)Cn2ncc3c4ccccc4n(Cc4ccc(Cl)cc4)c3c2=O)CC1 (stereo not drawn) | -2%
Cc1ccc(CNc2nc3ccccc3c3nc(-c4cccc(C)c4)nn23)cc1 | 0%
Cc1ccc(-n2ncc3c(NCCCN4CCOCC4)ncnc32)cc1Cl | -9%
FC(F)(F)c1cccc(-c2cc3nc(NCCOc4ccccc4)ccn3n2)c1 | -1%
O=C(Nc1ccc(F)cc1F)c1ccc2c(c1)CCN2S(=O)(=O)c1ccc(Cl)cc1 | 2%
CN(C)c1cccc(NC(=O)C2Cc3c(-c4ccc(Cl)cc4)ccnc3O2)c1 (stereo not drawn) | 5%
Cc1nc2cc(NC(=O)C3(C)CCCN(C(C)C)C3)ccc2o1 (stereo not drawn) | -3%
Nc1ccn([C@@H]2O[C@H](CNCc3cccc4c3sc3ccccc34)[C@@H](O)[C@H]2O)c(=O)n1 | -3%
CN1C[C@@H]2[C@@H]3C(=O)N(C)C(=O)[C@@H]3[C@](Cc3ccccc3)(C1=O)N2C(=O)c1ccc(F)cc1 | 1%

Entries above that contain an NH in an aromatic ring (11):
Molecule | TbPYK inhibitor
COc1ccccc1NC(=O)Cc1c(C(=O)O)[nH]c2ccc(Cl)cc12 | -1%
COC(=O)c1cccc(Nc2c(-c3ccc(OC)cc3)nc3nc[nH]n23)c1 | -2%
COc1ccc2[nH]cc(CCNC(=O)c3cnn(-c4ccccc4Cl)c3C3CCN(C(=O)OC(C)(C)C)CC3)c2c1 | -3%
CCCCC(CC)CNC(=O)CCCCCn1c(=O)[nH]c2ccsc2c1=O (stereo not drawn) | 0%
COc1ccc(CN2C(=O)COc3ccccc3C2c2nc3ccccc3[nH]2)cc1 (stereo not drawn) | -7%
O=C(NCCCn1ccnc1)c1[nH]c(C(F)(F)F)nc1-c1ccccc1 | 2%
Cc1ccc(NC(=O)CSc2nc3c([nH]c4ccccc43)c(=O)n2-c2ccccc2)c(C)c1 | -3%
CCc1ccc(CNC(=O)c2sc3nc[nH]c(=O)c3c2C)cc1 | -8%
CN1CCC(n2[nH]c(-c3ccccc3)c(Cc3ccccc3)c2=O)CC1 | -5%
O=C(CSc1nc2[nH]c(=O)cc(O)c2s1)Nc1nncs1 | -12%
COc1cccc(CNC(=O)c2cc(=O)[nH]c3ccc(S(=O)(=O)N4CCCC4)cc23)c1 | 1%
